Rab9 promoter act: activators of Rab9 promoter. Huh7 Rab9 promoter-luciferase reporter, luminescence, 24 h. Potency, µM (titrated, usually from 9.22 µM), for the others: top-dose activation, negative = inhibition, usual class: activators. 320,000 compounds, 2.8% hits; note: % of control where 0% means no effect; nearly all actives have a fitted effect of over 60% in size
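Cells were plated at 1500 per well in reduced-serum medium with 10% FBS and left 2 h. Compound in DMSO was then added for 24 h at 37 °C. Reporter signal was read by luminescence after 10 min with luciferase detection reagent.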
ELG1 genotoxic: inducers of genotoxicity in HEK293T ELG1-luciferase cells. 330,000 compounds, 1.3% hits. HEK293T ELG1-luciferase reporter, luminescence, 16 h. Potency, µM (doses to about 46 µM), for inactives: at the highest dose activity change, positive = activation, hits mostly activators; note: % of control where 0% means no effect; nearly all actives have a fitted effect of over 60% in size
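HEK293T cells expressing luciferase-tagged ELG1 were exposed to compound or DMSO vehicle for 16 hr at 37 °C and 5% CO2. Luciferase activity was then measured with ONE-Glo after 30 min at room temperature.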
p53 reactivator: re-activators of mutant p53. H1299 p53-A138V BP100-luciferase reporter, luminescence, 24 h. Potency, µM (top dose mostly 92.2 µM), for the others: top-dose activity change, positive = activation, hits mostly activators. 320,000 compounds, 0.063% hits; note: % of control where 0% means no effect; nearly all actives have a fitted effect of over 45% in size
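H1299 (p53-null), stable ts p53-A138V + BP100-Luc; 1000 cells/well, Opti-MEM/10% FBS; cpd 4 pt, 1:5; 24 h, 37 deg C, 5% CO2; detection reagent 10 min RT; luminescence.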
FLuc modulator: firefly luciferase modulation, counter-screen for miR-21 project. purified FLuc, Km substrates, luminescence inhibition. P08659. 360,000 compounds, 6.9% hits. Potency, µM (doses to about 57.5 µM), inactives show at the highest dose activity change, negative = inhibition, most hits filed as inhibitors;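 note: plate controls were vehicle for no effect and reference inhibitor for full effect; nearly all actives have a fitted effect of over 55% in size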
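Biochemical qHTS of compounds, final roughly 60 µM downward over six points, against 10 nM purified firefly luciferase using Km concentrations of substrates (10 uM D-luciferin, 10 uM ATP) in Tris acetate pH 7.5 buffer; luminescence output.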
uPA generation: inhibitors of cell surface uPA generation. cell surface uPA generation assay, qHTS. Potency, µM (top dose mostly 38.3 µM), for inactives: at the top dose activity change, negative = inhibition, most hits filed as inhibitors. 330,000 compounds, 0.31% hits; active = well fitted inhibition curve with a large enough effect; inconclusive = small, poorly fitted or top-dose-only effect; inactive = no such curve, though single readings can be large or run the other way; tested in mouse RAW 264.7 cells; note: % is set by controls: 0 for no effect and ±100 for the full control effect; nearly all actives have a fitted effect of over 55% in size
NPC1 prom act: NPC1 promoter activation. Huh7 NPC1 promoter luciferase reporter, 24 h. Potency, µM (series often up to 9.22 µM), for the others: top-dose activation, usual class: activators. 320,000 compounds, 2.4% hits;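 note: % of control where 0% means no effect; nearly all actives have a fitted effect of over 60% in size; reporter is driven by a mutant NPC1 promoter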
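Huh7 cells stably carrying NPC1 promoter–luciferase, plated in Opti-MEM with 10% FBS for 2 h, were exposed to compound in DMSO for 24 h at 37 °C; luciferase reagent was added for 10 min and luminescence read.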
VP16 counter: counter-screen for ROR gamma inhibitors: Gal4-VP16 reporter | Drosophila S2 Gal4-VP16 UAS-luciferase, luminescence, 20 h | Potency, µM (highest dose often 53.6 µM), inactives show top-dose activity, negative = inhibition, usual class: inhibitors | 310,000 compounds, 3.5% hits;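 note: Gal4-VP16 expression switched on by copper sulfate through the metallothionein promoter; % is set by controls: 0 for no effect and ±100 for the full control effect; nearly all actives have a fitted effect of over 50% in size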
RORgamma inh: inhibitors of mouse ROR gamma transcriptional activity; P51450; Drosophila S2 Gal4-RORgamma UAS-luciferase reporter, 20 h; Potency, µM (doses to about 53.6 µM), inactives show top-dose activity change, negative = inhibition, hits mostly inhibitors; 310,000 compounds, 5.4% hits; AID 2551; note: % is set by controls: 0 for no effect and ±100 for the full control effect; nearly all actives have a fitted effect of over 60% in size
Target sequence (P51450 whole entry, looked up, the tested form may be a part): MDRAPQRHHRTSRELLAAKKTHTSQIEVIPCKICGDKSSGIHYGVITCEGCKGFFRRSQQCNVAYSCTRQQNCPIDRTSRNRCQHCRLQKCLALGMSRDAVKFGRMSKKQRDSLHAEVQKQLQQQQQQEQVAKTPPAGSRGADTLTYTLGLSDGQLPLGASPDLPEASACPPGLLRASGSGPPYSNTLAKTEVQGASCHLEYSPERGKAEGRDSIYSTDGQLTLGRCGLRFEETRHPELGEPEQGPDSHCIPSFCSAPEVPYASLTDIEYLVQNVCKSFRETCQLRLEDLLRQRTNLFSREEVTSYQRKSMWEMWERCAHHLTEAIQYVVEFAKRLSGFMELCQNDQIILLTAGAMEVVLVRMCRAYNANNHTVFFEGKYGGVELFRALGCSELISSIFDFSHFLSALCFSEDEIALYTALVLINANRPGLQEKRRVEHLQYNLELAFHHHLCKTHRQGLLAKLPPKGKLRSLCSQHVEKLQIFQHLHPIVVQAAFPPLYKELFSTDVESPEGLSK
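In this cell-based reporter format, copper sulfate (700 uM final) drives Gal4–ROR gamma fusion expression from a metallothionein promoter in Drosophila Schneider cells; compounds preincubated 1 hr, reporter read after 20 hr at ambient temperature.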
MBNL1 CUG block: blocks human MBNL1 binding to CUG repeat RNA; Q9NR56; TR-FRET MBNL1-His/biotin-(CUG)12 binding, 665/545 ratio; Potency, µM (series often up to 57.5 µM), for inactives: top-dose activity change, negative = inhibition, hits mostly inhibitors; 280,000 compounds, 0.036% hits; AID 2675; active = well fitted inhibition curve with a large enough effect in the signal ratio, with a control signal flat, not every such curve was filed as active; inconclusive = small, poorly fitted or top-dose-only effect, or effect the other way, or a change in a side signal; inactive = no such curve, though single readings can be large or run the other way; the % refers to the signal ratio; note: % is set by controls: 0 for no effect and ±100 for the full control effect
Target sequence (Q9NR56 whole entry, looked up): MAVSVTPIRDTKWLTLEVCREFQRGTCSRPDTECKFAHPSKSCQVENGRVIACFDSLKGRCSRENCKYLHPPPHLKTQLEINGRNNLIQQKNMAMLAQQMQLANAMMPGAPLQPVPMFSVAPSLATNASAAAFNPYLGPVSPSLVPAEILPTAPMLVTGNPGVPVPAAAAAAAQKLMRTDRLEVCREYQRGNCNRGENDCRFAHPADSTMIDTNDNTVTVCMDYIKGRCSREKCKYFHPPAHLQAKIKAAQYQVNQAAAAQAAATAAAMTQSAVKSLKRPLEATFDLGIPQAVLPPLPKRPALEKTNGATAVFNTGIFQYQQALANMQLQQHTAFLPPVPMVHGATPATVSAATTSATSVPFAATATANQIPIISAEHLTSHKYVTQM
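TR-FRET readout: Ex 340 nm, 665/545 nm emission ratio, normalized to buffer-only (basal) and MBNL1-(CUG)12 controls. Complex of MBNL1-His with Biotin-(CUG)12, compounds 92 nM–58 uM, incubated 60 min at room temperature.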
BRCA1 expr act: increases BRCA1 expression | MCF7-BRCA1-FFLuc reporter, luminescence, 48 h; response scale: scaled: vehicle 0%, 10 µM genistein 100% | Potency, µM (top dose mostly 46.1 µM), for the others: top-dose activation, actives largely listed as activators | 380,000 compounds, 1.1% hits; note: nearly all actives have a fitted effect of over 80% in size; some results filed as inactive show a strong effect at the top dose
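Reporter cells (MCF7, BRCA1 promoter-firefly luciferase) received library compounds across a concentration series for 48 h. End-point luminescence was measured and concentration-effect curves derived after normalization.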
* marks the source's active call; other numbers are inactive results; u = inconclusive; x = not tested or not shown; & = joins results of further samples; [ ] = dose if it differs, or a comment. Unless noted, calls come from the whole dose curve; as a rule, active = well fitted curve in the direction sought with a large enough effect; inconclusive = small, poorly fitted or top-dose-only effect, or another doubt; inactive = no such curve, though single readings can be large; an effect the other way counts as inactive or inconclusive. Potency is the fitted concentration of half-maximal effect.

entry	molecule	Rab9 promoter act	ELG1 genotoxic	p53 reactivator	FLuc modulator	uPA generation
1	Fc1cccc(F)c1CSc1nc2ccccc2[nH]1	1µM*	u	u	u	-6%
2	CCOc1ccc(Cl)cc1S(=O)(=O)NCc1ccccn1	0%	-3%	6%	-1%	-5%
3	O=C(N/N=C/c1c(O)n(-c2ccccc2Cl)c(=O)c2ccccc12)c1cccnc1	0%	3%	6%	u	-1%
4	CCCc1ccc2oc(C(=O)N(C)CCn3ccnc3C)c(C)c2c1	-1%	7%	x	u	10%
5	CC(C)c1ccc(NC(=S)NN2CCOCC2)cc1	u	17%	u	u	0%
6	Cc1ccnc2nc(C(=O)OCCOc3ccc(Cl)cc3)nn12	0%	0%	-3%	-2%	4%
7	COc1ccc(Cl)cc1C(=O)NNC(=S)NC1CCCC1	-3%	-1%	10%	0%	12%
8	CNC(=S)N(CCc1ccccc1)Cc1cc2cc(OC)c(OC)cc2[nH]c1=O	-2%	-3%	-6%	6%	-1%
9	Cc1ccc(C)c(NS(=O)(=O)c2cc(C(=O)N3CCCC3)ccc2Cl)c1	2%	-1%	-6%	4%	1%
10	CCN(CC)S(=O)(=O)c1ccc(S(=O)(=O)N2CCN(C(=O)c3ccco3)CC2)cc1	-5%	1%	8%	12%	-16%
11	CCCC1CCC(=NNC(=O)OC(C)(C)C)CC1 (stereo unspecified)	-6%	6%	u	-5%	-23%
12	CCN(Cc1ccccc1)S(=O)(=O)c1ccc(C(=O)N(CCCN(C)C)c2nc3c(F)cccc3s2)cc1	9%	-6%	21%	1%	-6%

entry	NPC1 prom act	VP16 counter	RORgamma inh	MBNL1 CUG block	BRCA1 expr act
1	1.4µM*	u	-16%	-2%	u
2	-5%	u	u	-14%	33%
3	-18%	-7%	13µM*	x	-25%
4	-5%	-8%	-14%	9%	20%
5	u	u	8.9µM*	u	u
6	-2%	-5%	28%	-3%	18%
7	-1%	-21%	11µM*	2%	-41%
8	0%	-6%	8%	x	-23%
9	-7%	-8%	31%	-5%	1%
10	-4%	0%	-33%	-10%	9%
11	0%	-5%	-34%	-16%	64%
12	-4%	u	u	-1%	-1%

Next section
entry	molecule	Rab9 promoter act	ELG1 genotoxic	p53 reactivator	FLuc modulator	uPA generation
13	Cc1cc(C)n(C(=O)Cn2nc([N+](=O)[O-])cc2C)n1	-8%	6%	-10%	-1%	-5%
14	Cc1cc(NC(=O)C(C)SCC(=O)Nc2nc3c(F)cc(F)cc3s2)no1 (stereo unspecified)	1%	1%	12%	-9%	24%
15	CCN(CC)CCCNC(=O)c1cc(Nc2ccc(OC)cc2OC)nc2ccccc12	-10%	-4%	-4%	-8%	-10%
16	CCC12CC3CC(C1)CC(C(=O)NNC(N)=O)(C3)C2	-10%	0%	4%	1%	4%
17	CC(=O)Nc1cc2c(cc1NC(=O)c1cnccn1)OCCO2	12%	1%	0%	-2%	3%
18	COc1ccc(C)cc1CN(C)c1ccc(S(=O)(=O)N2CCN(C)CC2)cn1	-4%	-1%	-4%	-1%	-3%
19	Cc1cccc(NC(=O)CCS(=O)(=O)c2cccc3nsnc23)c1C	-3%	-3%	-3%	-6%&-14%	1%
20	Cc1ccccc1CSc1nnc(NC(=O)C2COc3ccccc3O2)s1 (stereo unspecified)	-6%	-2%	6%	-3%	x
21	CN(C(=O)CSc1nc2ccccc2o1)C1CCCCC1	2.8µM*	u	u	7.6µM*	10%
22	Clc1ccc(-n2nnc(-c3cccnc3Cl)n2)cn1	u	u	9%	13µM*	u
23	COCCN(Cc1nc2ccccc2c(=O)[nH]1)C(=O)COc1cccc(C(C)=O)c1	11%	0%	-5%	0%	18%
24	CN(C)c1cccc2c(S(=O)(=O)Nc3ccccn3)cccc12	-8%	-1%	3%	4%	0%

entry	NPC1 prom act	VP16 counter	RORgamma inh	MBNL1 CUG block	BRCA1 expr act
13	1%	-5%	u	9%	-3%
14	8%	x	x	x	-29%
15	-5%	-1%	5%	8%	-21%
16	-3%	-1%	-6%	-2%	1%
17	2%	0%	17%	8%	-5%
18	-5%	x	x	x	-13%
19	5%	-10%	-14%	u	4%&-12%
20	-2%	u	u	-13%	11%
21	2.2µM*	x	x	x	u
22	u	-5%	-11%	-9%	85%
23	-9%	x	x	x	-13%
24	0%	-5%	14%	-1%	-9%

(continued)
entry	molecule	Rab9 promoter act	ELG1 genotoxic	p53 reactivator	FLuc modulator	uPA generation
25	O=C(Nc1ccc(SC(F)F)cc1)c1ccc2c(=O)n3c(nc2c1)CCC3	u	11%	u	2.4µM*	u
26	C=CCCN(C1CCCC1)S(=O)(=O)c1ccccc1Br	-2%	-2%	8%	-2%	-11%
27	COc1cccc(C(C)NC(=O)C2CCCC2)c1 (stereo unspecified)	8%	-2%	17%	0%	-1%
28	Cc1ccc(C2Oc3ccccc3C3=C2C(c2cccs2)n2ncnc2N3)cc1 (stereo unspecified)	-5%	-3%	-1%	1%	-7%
29	CCc1nnc(NC(=O)CSc2nccn2-c2ccccc2)s1	-2%	-3%	-3%	-1%	2%
30	O=C(OCn1nnc2ccccc2c1=O)c1cc(-c2ccccc2Cl)nc2ccccc12	-1%	-2%	5%	6%	4%
31	CCc1ccc2c(c1)C(O)(CC(=O)c1cccs1)C(=O)N2 (stereo unspecified)	3%	4%	1%	1%	-2%
32	O=[N+]([O-])c1cccc(C(=S)N2CCN(c3ccccc3F)CC2)c1	-12%	-5%	5%	6%	0%
33	COc1cc(C(=O)NCc2nnc(SCC(=O)c3ccccc3)o2)cc(OC)c1OC	3%	0%	-8%	-12%	u
34	O=c1c(-c2ccccc2)coc2c(CN3CCOCC3)c(O)ccc12	1%	2%	12%	3%	7%
35	COc1ccc(NS(=O)(=O)c2ccc(NC(=O)c3ccc(N(C)S(C)(=O)=O)cc3)cc2)cc1	-21%	-4%	-1%	8%	-6%
36	Cc1ccc(S(=O)(=O)NCC(=O)NC2CCCC2)cc1	-3%	2%	-10%	3%	-3%

entry	NPC1 prom act	VP16 counter	RORgamma inh	MBNL1 CUG block	BRCA1 expr act
25	18%	x	x	x	u
26	1%	5%&-13%	11%&-8%	-9%	-11%
27	-5%	-5%	-13%	-4%	3%
28	-8%	u	11µM*	7%	-96%
29	0%	3%	-4%	0%	-4%
30	-2%	-4%	u	-2%	3%
31	6%	-10%	12%	3%	0%
32	-5%	1%	7%	12%	-21%
33	5%	12%	-13%	0%	-45%
34	-4%	-14%	2%	-1%	26%
35	-22%	u	u	8%	-53%
36	2%	4%	2%	-18%	1%

Only p53 reactivator, for 2 of the compounds above:
| nr | compound | p53 reactivator |
| --- | --- | --- |
| 25 | O=C(Nc1ccc(SC(F)F)cc1)c1ccc2c(=O)n3c(nc2c1)CCC3 | u |
| 27 | COc1cccc(C(C)NC(=O)C2CCCC2)c1 (stereo unspecified) | 17% |

Profiles as entered above. Values in the order: Rab9 promoter act	ELG1 genotoxic	p53 reactivator	FLuc modulator	uPA generation	NPC1 prom act	VP16 counter	RORgamma inh	MBNL1 CUG block	BRCA1 expr act
O=[N+]([O-])c1cccc(C(=S)N2CCN(c3ccccc3F)CC2)c1 is listed with -12%	-5%	5%	6%	0%	-5%	1%	7%	12%	-21%
CCOc1ccc(Cl)cc1S(=O)(=O)NCc1ccccn1 is listed with 0%	-3%	6%	-1%	-5%	-5%	u	u	-14%	33%

More results.
entry	molecule	Rab9 promoter act	ELG1 genotoxic	p53 reactivator	FLuc modulator	uPA generation
37	Cc1cc(C)nc(NC(=O)c2ccc([N+](=O)[O-])o2)n1	3%	-3%	12%	6%	-2%
38	CCN(CC)CCN(Cc1cc2cc3c(cc2[nH]c1=O)OCO3)C(=S)NCCOC	-4%	0%	3%	1%	-8%
39	Cc1cccc(C)c1NC(=O)Cn1c(CN2CCCCC2)nc2ccccc2c1=O	-8%	-8%	-11%	1%	6%
40	COc1ccc(C2C(C(C)=O)=C(O)C(=O)N2c2cccnc2)c(OC)c1 (stereo unspecified)	-5%	4%	-1%	-1%	3%
41	COc1cc(NC(=S)NCCCN2CCOCC2)cc(OC)c1OC	-7%	-3%	0%	1%	-3%

entry	NPC1 prom act	VP16 counter	RORgamma inh	MBNL1 CUG block	BRCA1 expr act
37	0%	-13%	-34%	23%	-41%
38	3%	2%	-27%[1.91 µM]	-4%	-4%
39	-1%	16%	u	u	-17%
40	0%	-1%	18%	u	2%
41	-6%	-14%[10 µM]	15%	-3%	-5%
